# GLP1R ag: activates the human GLP-1 receptor; Potency, µM (doses to about 45.6 µM), without a hit: at the top dose activation, most hits filed as activators; hit rate 0.007% among 380,000; HEK293 GLP-1R CRE-luciferase, luminescence, 4-6 h; cells express a hypersensitive GLP-1R form; P43220; note: potency is the fitted concentration of half-maximal effect; % of control where 0% means no effect
# Abeta yeast res: compounds reversing amyloid beta toxicity in yeast. yeast expressing A-beta42, growth rescue, OD600, 48 h; response scale: 0% DMSO, 100% iron-clioquinol control. Potency, µM (series often up to 46.1 µM), for inactives: at the highest dose growth rescue, hits mostly activators. hit rate 0.063% among 410,000. AID 1347071; note: potency is the fitted concentration of half-maximal effect; nearly all actives have a fitted effect of over 55% in size
#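 Yeast growth medium received pinned compounds, then yeast cells expressing toxic A-beta were added; plates incubated at 30 C for 48 hr. Growth read as absorbance at 600 nm, normalized to DMSO and equimolar FeCl3 plus clioquinol controls.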
# GLP1R inv ag: acts as inverse agonist at human GLP-1 receptor | HEK293 GLP-1R CRE-luciferase, luminescence, 24 h; GLP-1R form is constitutively active | Potency, µM (doses to about 38.3 µM), inactives show at the top dose activity change, negative = inhibition, most hits filed as inhibitors | hit rate 1.6% among 410,000 | AID 624417; note: potency is the fitted concentration of half-maximal effect; % is set by controls: 0 for no effect and ±100 for the full control effect; nearly all actives have a fitted effect of over 55% in size
#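 Using stably transfected HEK293 (constitutively active GLP-1R, cAMP-luciferase reporter), compounds were incubated 24 hr and luciferase measured by luminescence.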
# FUS suppressor: FUS proteinopathy suppression in yeast. S. cerevisiae FUS-expressing, growth rescue, OD600, 24 h. hit rate 0.24% among 390,000. Potency, µM (highest dose often 76.6 µM), for the others: at the top dose growth rescue (activation), hits mostly activators. AID 1347120;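 note: potency is the fitted concentration of half-maximal effect; plate controls were DMSO vehicle for no effect and reference control for full effect; nearly all actives have a fitted effect of over 55% in size; some results filed as inactive show a strong effect at the top dose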
#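 Restored growth of FUS-toxic S. cerevisiae, read as 600 nm absorbance after 24 h at 30C in galactose medium (starting OD 0.005). Controls CP55940 and DMSO.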
# Akt phos inh: Akt phosphorylation inhibition. Neuro2A IGF-stimulated pAkt S473 HTRF, 20 min; active compounds read low. activity change, % for hits at 50 µM. hit rate 0.32% among 360,000. AID 651550; in the data active = activity change below about -80%; inconclusive = mostly about -51% to -80%; note: % is set by controls: 0 for no effect and ±100 for the full control effect
#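 Neuro2A cells in DMEM with 0.5% FBS, overnight at 37 deg C, given compound at single 50 µM final, then IGF (6 nM final) for 20 min at 37 deg C. Lysed; phospho-Akt Ser473 by HTRF after 24 h, 665/615 ratio.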
# aSyn rescue: alpha-synuclein toxicity inhibition in yeast. Yeast expressing alpha-synuclein, growth rescue, BacTiter-Glo, 24 h. Potency, µM (titrated, usually from 46.1 µM), inactives show top-dose growth rescue (activation), usual class: activators. hit rate 0.14% among 370,000. AID 652106; note: potency is the fitted concentration of half-maximal effect; % of control where 0% means no effect; nearly all actives have a fitted effect of over 65% in size
#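 Galactose-induced alpha-syn yeast (OD600=0.02, raffinose-pregrown) + pinned cpd, 24 hr, 30 deg C; growth by BacTiter-Glo luminescence. Growth restoration scores as activation.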
# TDP43 rescue: inhibitors of TDP-43 toxicity in yeast | hit rate 1.8% among 410,000 | AID 652104 | Potency, µM (highest dose often 46.1 µM), inactives show at the top dose growth rescue (activation), most hits filed as activators | TDP-43 expressing yeast growth rescue, BacTiter-Glo, 24 h; note: potency is the fitted concentration of half-maximal effect; % of control where 0% means no effect; nearly all actives have a fitted effect of over 50% in size
#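 Readout is BacTiter-Glo luminescence of cell growth, so inhibitors register as activators. TDP-43-expressing yeast at OD600=0.02 in galactose medium, after raffinose pregrowth to mid-log, were incubated with compound for 24 hr at 30 deg C.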
# PTHR1 agonist: PTHR1 (human) receptor agonism; HEK293 GP2 PTHR1 cells, GloSensor cAMP luminescence, 1 h; Potency, µM (titrated, usually from 115 µM), without a hit: at the top dose activation, usual class: activators; hit rate 0.075% among 410,000; AID 743266; note: potency is the fitted concentration of half-maximal effect; nearly all actives have a fitted effect of over 55% in size; some results filed as inactive show a strong effect at the top dose; inactives centre near -15; many of its hits are not listed in these tables
# Target sequence (Q03431 whole entry, looked up): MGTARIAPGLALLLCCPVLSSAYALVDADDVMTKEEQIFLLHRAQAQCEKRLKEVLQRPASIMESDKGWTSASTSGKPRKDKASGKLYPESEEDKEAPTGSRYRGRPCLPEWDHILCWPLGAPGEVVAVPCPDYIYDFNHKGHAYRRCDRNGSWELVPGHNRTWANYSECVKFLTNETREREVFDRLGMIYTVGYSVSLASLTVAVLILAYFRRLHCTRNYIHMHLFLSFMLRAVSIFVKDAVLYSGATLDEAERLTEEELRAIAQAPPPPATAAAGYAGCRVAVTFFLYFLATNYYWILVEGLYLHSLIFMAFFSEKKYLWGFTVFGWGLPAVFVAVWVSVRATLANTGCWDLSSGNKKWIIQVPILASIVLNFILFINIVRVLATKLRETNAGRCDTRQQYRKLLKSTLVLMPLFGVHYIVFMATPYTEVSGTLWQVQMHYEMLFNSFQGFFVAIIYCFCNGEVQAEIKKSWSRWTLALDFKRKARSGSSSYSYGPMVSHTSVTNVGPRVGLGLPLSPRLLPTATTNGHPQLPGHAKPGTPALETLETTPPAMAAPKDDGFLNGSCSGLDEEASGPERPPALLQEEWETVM
#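 HEK-293-derived GP2 cells expressing PTHR1 and a GloSensor cAMP reporter, 3,000/well, plated overnight, given luciferin plus IBMX (each 0.5 mM as added) for 1 h at 37 °C, then compound for 1 h at 37 °C. Luminescence was read after 15 min at room temperature.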
# DRD3 antagonist: antagonists of human D3 dopamine receptor | D3R cells, DiscoveRx beta-arrestin luminescence, antagonist mode; active compounds read low | max response, negative = inhibition, % | hit rate 2.5% among 360,000 | P35462; in the data active = max response below about -50%; inconclusive = no clear call, values can overlap the other calls; note: % is set by controls: 0 for no effect and ±100 for the full control effect; mostly tested at two doses, the higher about 12 µM
# Target sequence (P35462 whole entry, looked up): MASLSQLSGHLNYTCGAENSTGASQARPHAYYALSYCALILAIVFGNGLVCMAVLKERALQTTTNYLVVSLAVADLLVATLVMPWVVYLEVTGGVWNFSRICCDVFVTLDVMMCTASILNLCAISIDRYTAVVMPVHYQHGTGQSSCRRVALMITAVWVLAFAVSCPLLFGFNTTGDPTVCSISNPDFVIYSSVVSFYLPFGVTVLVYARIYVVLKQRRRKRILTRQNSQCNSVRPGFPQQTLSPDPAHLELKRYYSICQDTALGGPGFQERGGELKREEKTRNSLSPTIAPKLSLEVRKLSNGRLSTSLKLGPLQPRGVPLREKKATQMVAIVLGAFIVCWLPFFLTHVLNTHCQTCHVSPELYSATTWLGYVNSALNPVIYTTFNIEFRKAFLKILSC
#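 Cells plated overnight at 1500 cells/well, then exposed to library compounds with dopamine controls for 90 minutes at 37 degrees C. DiscoveRx reagent added for 30–60 minutes at room temperature; luminescence read, quantitative HTS format.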
# Numbers without * were called inactive; i = inactive; ? = inconclusive; . = not tested or not shown; [ ] = another dose, or the depositor's remark. Unless noted, calls come from the whole dose curve; as a rule, active = well fitted curve in the direction sought with a large enough effect; inconclusive = small, poorly fitted or top-dose-only effect, or another doubt; inactive = no such curve, though single readings can be large; an effect the other way counts as inactive or inconclusive.
SMILES,GLP1R ag,Abeta yeast res,GLP1R inv ag,FUS suppressor,Akt phos inh,aSyn rescue,TDP43 rescue,PTHR1 agonist,DRD3 antagonist
Cc1cccc2[nH]c3c(N4CCN(C(=O)c5ccco5)CC4)ncnc3c12,-8%,24%,0%,11%,i,3%,21%,-9%,10
Cc1ccc(Cc2c(-c3ccccc3)nc3c4ccccc4ccn23)cc1,0%,20%,?,?,i,1%,14µM*,-15%,-15
Cc1sc2ncn3cnnc3c2c1C,6%,5%,2%,-15%,i,-7%,0%,i,?
Cc1c(-c2cccs2)[n+](=O)c2c(n1[O-])CCCCC2,1%,1%,-6%,14%,i,7%,11%,-5%[57.5 µM],23
CS(=O)(=O)N1CCN(c2cnn(-c3ccccc3)c(=O)c2Cl)CC1,-1%,4%,-2%[7.66 µM],9%,i,2%,-3%,i,-15
COc1ccccc1Nc1nc(N)nc(CN2CCOCC2)n1,-2%,1%,4%,-14%,i,0%,0%,i,3
CCOc1cccc(C2C(C(=O)c3cccs3)=C(O)C(=O)N2Cc2cccnc2)c1 (configuration not stated),-3%,-7%,14%,-1%,i,-9%,-5%,23%,-14
CSc1nnc2n(-c3cccc(C)c3)c(=O)c3c4c(sc3n12)CCCC4,18%,-19%,6%,0%,.,-1%,23%,-3%,.
Cc1ccc(Cl)cc1N1CCN(C(=O)C2CCN(S(=O)(=O)c3cccnc3)CC2)CC1,1%,-22%,?,?,i,9%,-3%,-15%,-8
CCC(=O)NC(=S)Nc1ccc(NC(=O)c2ccc(Br)o2)cc1,?,-5%,13%,-30%,i,-4%,3%,-19%,-2
Cc1onc(-c2ccccc2)c1C(=O)N1CCc2ccccc21,-1%,16%,-31%,-22%,i,6%,15%,i,4
O=C1CCC(C(=O)N(CCO)Cc2ccccc2)CN1CCCN1CCOCC1 (configuration not stated),4%,19%,10%,23%,i,1%,-11%,-14%,-16

# Looked up above:
# Reading of Cc1ccc(Cc2c(-c3ccccc3)nc3c4ccccc4ccn23)cc1 in PTHR1 agonist: -15%
# Reading of CCOc1cccc(C2C(C(=O)c3cccs3)=C(O)C(=O)N2Cc2cccnc2)c1 (configuration not stated) in PTHR1 agonist: 23%

# Later entries.
SMILES,GLP1R ag,Abeta yeast res,GLP1R inv ag,FUS suppressor,Akt phos inh,aSyn rescue,TDP43 rescue,PTHR1 agonist,DRD3 antagonist
O=C(COC(=O)c1ccccc1OCc1ccc(Cl)cc1)NCC1CCCO1 (configuration not stated),18%,-1%,?,24%,i,12%,0%,-14%,-5
CO/N=C(/CNC(=O)c1cccc(Cl)c1)c1ccc(Cl)cc1,1%,10%,11µM*,.,i,-1%,?,i,-9
COc1ccc2cc(C(=O)N3CCCCCC3)sc(=O)c2c1OC,?,-9%[9.22 µM],4%,-31%,i,0%,0%,-18%,23
COc1cccc(CN(C(=O)c2oc3ccccc3c2C)C2CCS(=O)(=O)C2)c1 (configuration not stated),.,-1%,-2%,19%,.,.,?,-9%,.
O=C(Nc1ccccn1)c1cccc(S(=O)(=O)N2CCCCC2)c1,3%,16%,5%,-16%,i,8%,16%,-46%[inhibitor][57.5 µM],0
Cc1ccc2cc(C#N)c(N3CCCN(C(=O)C4CCCO4)CC3)nc2c1 (configuration not stated),7%,3%,8%,-7%,.,.,?,-14%,0
CCOc1ccc(C(=O)Nc2ccc3nc(SCc4ccccc4)sc3c2)cc1,.,-10%,2%,4%,.,.,15%,i,.
CCOC(=O)C1=C(C)Nc2sc(C(=O)c3ccc(Br)cc3)c(N)c2C1c1ccc(C(=O)OC)cc1 (configuration not stated),0%,7%,0%,32µM*,?,2%,-10%,-15%,-15
Cc1ccnc(NS(=O)(=O)c2cc(-c3cc(C)no3)ccc2C)c1,.,12%,13%,5%,.,.,8%,i,.
O=C(NCc1ccccn1)c1cc(-c2ccc(Cl)cc2)oc1C(F)(F)F,-1%,-44%[inhibitor],?,36%,i,0%,23%,-76%[inhibitor],-4
Cc1ccc(C(=O)OCC(=O)NCc2cccs2)cc1S(=O)(=O)N1CCOCC1,3%,0%,1%,25%,i,0%,-20%,-26%,-3
O=C(NC(Cc1ccccc1)C(=O)O)/C(=C\c1ccccc1)NC(=O)c1ccco1 (configuration not stated),-3%,-15%,19%,10%,i,-1%,6%,-25%,7
COc1ccc(NC(=O)CN2C(=O)/C(=C3\SC(=S)N(C4CCS(=O)(=O)C4)C3=O)c3ccccc32)cc1 (configuration not stated),4%,4%,-24%,32%,i,-5%,-8%,i,-22
CCOC(=O)c1c(NC(=S)Nc2ccccc2)sc2c1CCN(CC)C2,0%,-8%,2%,27%,i,-2%,6%,-21%[57.5 µM],?
COc1ccccc1-n1c(SCC(=O)N2CCc3ccccc32)nc2c(c1=O)SCC2,3%,4%,13%,35%,i,4%,0%,i,20
CC(=O)c1ccc(NC(=O)C2CCCN(S(=O)(=O)c3ccc(Br)s3)C2)cc1 (configuration not stated),.,-2%,5%,-13%,.,.,9%,-47%[inhibitor],.
Cc1ccc(S(=O)(=O)N2N=C3CCCCC3C2(O)C(F)(F)F)cc1 (configuration not stated),0%,-9%,4%,10%,i,2%,-23%,i,-8
CCCCCCn1c(N2CCC(C(N)=O)CC2)nc2c1c(=O)[nH]c(=O)n2C,12%,0%,43%[activator],4%,i,4%,5%,-20%[57.5 µM],-9
COCCn1c(C)c(C(=O)O)sc1=S,-1%,4%,0%,.,i,0%,23%,i,0
O=C(Nc1ccc(C(=O)O)cc1)/C(=C\c1ccc2c(c1)OCO2)NC(=O)c1ccccc1,1%,?,-27%,32%,i,1%,-23%,-63%[inhibitor],-11
COCCCNC(=O)c1sc2ncn(CC(=O)Nc3ccc(C)c(Cl)c3)c(=O)c2c1C,6%,-11%,9%,19%,i,-1%,-3%[9.22 µM],i,-6
Cc1cc(-c2ccccc2)cc(-c2ccccc2)[n+]1C,-1%,-1%,-6%,-5%,i,0%,9%,-21%,?
Cc1cc(C)c(C(=O)CSc2n[nH]c(-c3ccncc3)n2)c(C)c1,0%,9%,8%[7.66 µM],7%,i,7%,10%[9.22 µM],-13%,-2
CCC(C)N(C(=O)COC(=O)CSc1ccc(C)c(C)c1)C1CCS(=O)(=O)C1 (configuration not stated),2%,-11%,-3%,17%,i,1%,4%,i,23
O=C(Cn1nnc(-c2ccc(OCc3ccccc3F)cc2)n1)N1CCOCC1,1%,-8%,0%,16%,i,7%,-19%,11%[57.5 µM],17
CC(C)(C)NC(=O)CN(Cc1cccs1)C(=O)CCN1CCc2ccccc21,5%,7%,?,38%,i,6%,13%,-9%,-4
Cc1c(NC(=O)CN2C(=O)NC(C)(c3ccccc3)C2=O)c(=O)n(-c2ccccc2)n1C (configuration not stated),-6%,-17%,1%,.,i,-3%,-28%,-4%,-9
CCOC(=O)c1csc(NC(=O)c2cccs2)n1,-1%,.,-14%,-5%,i,-16%,?,i,-2
Cc1nnc(SCC(=O)c2cc(C)n(C3CC3)c2C)s1,-7%,19%,2%,2%,.,1%,-2%,-4%[57.5 µM],-13
C(=N\NCc1ccccc1)/c1ccc2nccnc2c1,-5%,-5%,?,29%,i,7%,15%,-30%[inhibitor],15
O=C(NNc1ccccc1)c1ccccc1,-6%,-4%,?,.,i,12%,?,i,-12
COc1cccc(CN2CCNC(=O)C2CC(=O)N(C)C2CCCCC2)c1OC (configuration not stated),-3%,1%,7%,6%,i,2%,12%,-3%,0
Cc1ccc(-n2ncc3c(N4CCN(Cc5ccccc5)CC4)ncnc32)cc1,.,-5%,45%[activator],-3%,.,.,-7%,-60%,.
Cc1ccc(S(=O)(=O)Nc2cccc(C(=O)NCCCn3ccnc3)c2)cc1F,4%,-1%,-3%,-8%,i,6%,-14%,-20%,-10
O=C(Cn1nnc(-c2ccccc2Cl)n1)NCc1ccc2c(c1)OCO2,3%,6%,?,6%,i,-4%,-2%,-1%,0
CCN(CC)C(=O)[C@H]1CC(CC(=O)NCCC2=CCCCC2)C(=O)N2CCc3c([nH]c4ccc(OC)cc34)[C@]12C (some centres not stated),-1%,7%,?,23%,i,12%,7%,-15%,0
Cc1ccc(C)c(N2CCN(C(=O)c3ccc4nc(N5CCOCC5)sc4c3)CC2)c1,2%,-1%,?,?,i,4%,13µM*,-77%[inhibitor],16
Cc1occc1C(=O)Nc1ccc(S(=O)(=O)N2CCCC2)cc1,-1%,1%,2%,19%,i,6%,-11%,i,-21
CCc1ccc(/C=C2\Oc3cc(OC(=O)N4CCOCC4)ccc3C2=O)cc1,6%,23%,-4%,.,i,-43%[inhibitor],0%,-95%[inhibitor],10
COc1cccc(C2NC(=S)NC(C)=C2C(=O)c2ccccc2)c1OC (configuration not stated),-11%,-1%,?,5%,i,7%,3%,i,-26
Oc1ccccc1/C=N/Nc1nc2ccccc2o1,-1%,25%,?,1%,i,3%,30%,-16%,-5
COC(=O)COC(=O)c1ccc(Oc2nc(OC)nc(N(C)C)n2)cc1,1%,-7%,3%,7%,.,.,?,-5%,12
CC(=O)c1ccc(NC(=O)CN2C(=O)COc3ccc(Cl)cc32)cc1,-4%,7%,-1%,-16%,i,4%,?,-57%[inhibitor],20
CC1CN(CC(=O)Nc2cc(S(=O)(=O)N3CCCC3)ccc2Cl)CC(C)O1 (configuration not stated),-9%,.,1%,?,i,-1%,13%,-14%,5
CCc1cccc(Nc2c3c(nc4ncnn24)CCC3)c1,22%,8%,1%,-25%,i,2%,18µM*,-38%[inhibitor],0
Cc1ccc(N2CCN(S(=O)(=O)c3ccc(F)cc3)CC2)c(C)c1,11%,-4%,?,-22%,i,17%,11%,-82%[inhibitor],-55*

# Assay outcomes as filed in PubChem.

# Only part of the results is shown (hit frequency here may not be typical).
